High-throughput results: PubChem BioAssay, several laboratories
TPT1 inh: inhibitors of Candida albicans tRNA 2'-phosphotransferase TPT1. inhibition, % at 5 µM. 0.81% of 300,000 active. AID 1962. recombinant caTPT1, FP RNA substrate dephosphorylation;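 active = inhibition above the mean of all tested compounds plus 3 SD, set per screening campaign, cut at about 24% in these data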;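 also: plate controls were DMSO alone for no effect and ferristatin control at 100 nM for full effect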
CTSL1 counter: cathepsin L1 inhibition, PFM18AAP counter-screen | recombinant F. hepatica cathepsin L1, Z-Leu-Arg-MCA fluorescence | inhibition, % at 5.96 µM | 0.49% of 300,000 active | AID 1906;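 active = inhibition above the mean of all tested compounds plus 3 SD, set per screening campaign, cut at about 17% in these data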;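 also: 0% = plate median of test compound wells and 100% = 1 µM Z-Phe-Ala-diazomethylketone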
HCV core dimer: HCV core protein dimerization inhibition; TR-FRET GST/Flag-core106 dimerization, 1536-well; inhibition, % at 5 µM; 0.33% of 300,000 active;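 active = inhibition above the mean of all tested compounds plus 3 SD, set per screening campaign, cut at about 45% in these data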
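System – GST-tagged and Flag-tagged HCV core protein residues 1-106 · Repeats – one well for each compound · Technique – TR-FRET 671 and 617 nm emission · Doses – one concentration, 5 µM, in 0.5% DMSO · Times – 4 h, 22.5 °C incubation · Also added – Eu donor and XL665 acceptor anti-tag antibodies · Measure – percent inhibition of core106 dimerization signal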
Efflux pump mplx: antifungal efflux pump inhibition, Nile Red retention; S. cerevisiae Candida pump triplex; inhibition, % at 10 µM; 0.44% of 330,000 active; AID 485275;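 active = plate passing quality check with inhibition over a set limit, or well fluorescence over plate mean plus 4 SD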;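 also: Nile Red retained in pooled yeast measured as flow cytometry median fluorescence; 0% = buffer negative control and 100% = Enniatin B positive control; higher means more Nile Red kept so more efflux inhibition; some compounds called inactive have numbers as strong as hits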
PP1 counter: PP1-alpha (human) inhibition in PP5 counter-screen; P62136; purified PP1alpha, OMFP fluorescence; 0.9% of 320,000 active; inhibition, % at 6.7 µM;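 active = inhibition above the mean inhibition of all tested compounds plus 3 SD, computed separately for each screening campaign, cut at about 15% in these data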
EBNA-1 inh: blocks EBNA-1 binding to DNA; EBNA-1 DNA binding, fluorescence polarization; inhibition, % at 14.8 µM; 0.34% of 300,000 active; AID 1950; in the data active = inhibition above about 28%
PREPL inhibitor: inhibits the human prolyl oligopeptidase-like enzyme; Q4J6C6; recombinant PREPL, fluorescence polarization activity-based probe; inhibition, % at 5.96 µM; 0.68% of 320,000 active; AID 2751; in the data active = inhibition above about 43%;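 also: 0% = enzyme with DMSO and 100% = wells lacking enzyme; many of its hits are not listed in these tables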
PP5 inh: PP5 (human) phosphatase inhibition | P53041 | purified PP5c, OMFP substrate fluorescence | inhibition, % at 6.7 µM | 0.18% of 320,000 active;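 active = inhibition above the campaign's mean inhibition across all tested compounds plus 3 SD, cut at about 9.5% in these data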;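 also: 0% = DMSO only and 100% = 100 µM cantharidin control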
Target sequence (P53041 whole entry, looked up): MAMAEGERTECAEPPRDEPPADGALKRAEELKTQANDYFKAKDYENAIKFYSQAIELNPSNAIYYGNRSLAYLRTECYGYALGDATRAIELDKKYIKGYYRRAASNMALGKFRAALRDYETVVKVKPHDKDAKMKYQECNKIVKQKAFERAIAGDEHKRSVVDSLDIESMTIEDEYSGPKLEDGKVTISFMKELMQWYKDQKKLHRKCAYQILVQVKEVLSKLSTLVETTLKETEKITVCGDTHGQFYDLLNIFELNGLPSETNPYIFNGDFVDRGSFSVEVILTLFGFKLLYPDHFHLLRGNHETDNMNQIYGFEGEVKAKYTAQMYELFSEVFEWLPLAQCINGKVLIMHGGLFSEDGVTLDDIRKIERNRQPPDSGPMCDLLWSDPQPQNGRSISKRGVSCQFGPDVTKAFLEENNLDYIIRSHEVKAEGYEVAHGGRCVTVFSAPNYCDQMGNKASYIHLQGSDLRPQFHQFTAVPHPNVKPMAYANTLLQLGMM
ZTA DNA inh: ZTA (EBV) inhibition in EBNA-1 counter-screen; AID 2234; inhibition, % at 11 µM; P03206; ZTA-DNA binding, fluorescence polarization; 0.15% of 320,000 active; in the data active = inhibition above about 33%
Target sequence (P03206 whole entry, looked up): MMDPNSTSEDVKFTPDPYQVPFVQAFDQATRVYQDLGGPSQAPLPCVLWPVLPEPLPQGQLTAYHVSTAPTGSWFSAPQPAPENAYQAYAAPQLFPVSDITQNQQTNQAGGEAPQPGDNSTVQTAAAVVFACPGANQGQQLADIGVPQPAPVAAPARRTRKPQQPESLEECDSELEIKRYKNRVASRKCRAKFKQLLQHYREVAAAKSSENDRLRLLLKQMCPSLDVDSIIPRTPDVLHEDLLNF
Numbers without * were called inactive; · = no result given. This is a subset; the hit share may differ from the screen's.

SMILES	TPT1 inh	CTSL1 counter	HCV core dimer	Efflux pump mplx	PP1 counter	EBNA-1 inh	PREPL inhibitor	PP5 inh	ZTA DNA inh
Cc1ccc(CN(C)C(=O)c2cc(COc3ccc(F)cc3Cl)on2)o1	-3.5	5.8	2.2	0.0	1.4	-8.0	4.2	4.7	-7.1
O=c1[nH]c(-c2ccccc2)ncc1Oc1ccccc1	-0.6	1.7	6.5	0.1	-6.3	2.4	5.7	-2.8	10.5
CC(C)(C)CC(=O)NC(=S)Nc1ccccc1[N+](=O)[O-]	-1.1	1.7	-2.2	-0.2	-0.4	-2.0	3.4	0.3	-5.5
CCc1cc2c(=O)nc3n(c2s1)Cc1ccccc1/C3=C(/O)c1ccc(F)cc1	3.0	4.6	29.7	0.1	-1.9	-4.5	27.9	1.4	-8.2
O=C1COc2ccc(S(=O)(=O)CCC(=O)N3CCN(c4ccccc4)CC3)cc2N1	3.5	-4.2	-8.2	0.1	0.1	-5.2	12.3	2.3	-17.3
O=[N+]([O-])c1ccccc1/C=C/CN1CCCC(CO)C1 (centres undefined)	-1.5	-0.1	6.0	0.1	2.1	-7.1	2.4	-0.3	-1.7
O=C(Nc1ncn[nH]1)c1cc(S(=O)(=O)Nc2cccc(C(F)(F)F)c2)ccc1Cl	1.5	-11.9	-1.6	-0.2	1.5	-7.3	0.2	-0.6	-5.0
Cc1ccc(NC(=O)c2cc(=O)c3ccccc3o2)cc1	-4.3	3.1	3.2	-0.1	-2.5	13.5	12.1	2.7	7.0
O=C(CCCCCn1c(=S)[nH]c2ccc(N3CCOCC3)cc2c1=O)NC1CCN(Cc2ccccc2)CC1	-0.3	1.8	4.0	-0.4	-6.5	12.3	36.1	0.7	0.0
CSc1ccc(CN2CCN(C3CCCC3)C(CCO)C2)cc1 (centres undefined)	2.1	0.5	-4.8	-0.1	-0.5	0.2	12.0	-0.5	-37.8
O=C(NNC(=S)NC(=O)c1ccccc1)c1ccc([N+](=O)[O-])cc1	-5.2	1.6	-9.2	-0.1	8.2	13.6	24.7	-0.5	-15.7
Cc1cc(C)c(OCC(=O)N/N=C/c2ccco2)c(C)c1	0.9	3.2	-2.0	0.0	-2.0	-2.5	-5.7	1.6	2.8
O=C(CNC(=O)c1ccco1)NCc1nc2ccccc2[nH]1	-1.3	-3.1	-0.6	0.1	-0.3	5.5	-4.2	0.9	5.2
O=C(Nc1ccc(Br)cc1)c1ccc(N2C(=O)C3CCCCC3C2=O)cc1 (centres undefined)	-0.3	-1.6	1.0	0.2	-1.1	4.5	7.4	3.7	1.7
CC(=O)c1csc(Nc2ccccc2Cl)n1	-0.8	-4.0	1.3	0.0	-1.8	9.1	-9.8	-0.2	-18.6

Single records (already shown). Screens in order: TPT1 inh, CTSL1 counter, HCV core dimer, Efflux pump mplx, PP1 counter, EBNA-1 inh, PREPL inhibitor, PP5 inh, ZTA DNA inh
Results for `Cc1cc(C)c(OCC(=O)N/N=C/c2ccco2)c(C)c1` → 0.9, 3.2, -2.0, 0.0, -2.0, -2.5, -5.7, 1.6, 2.8
Results for `O=C(Nc1ncn[nH]1)c1cc(S(=O)(=O)Nc2cccc(C(F)(F)F)c2)ccc1Cl` → 1.5, -11.9, -1.6, -0.2, 1.5, -7.3, 0.2, -0.6, -5.0
Results for `O=C(CCCCCn1c(=S)[nH]c2ccc(N3CCOCC3)cc2c1=O)NC1CCN(Cc2ccccc2)CC1` → -0.3, 1.8, 4.0, -0.4, -6.5, 12.3, 36.1, 0.7, 0.0

Other results follow.
SMILES	TPT1 inh	CTSL1 counter	HCV core dimer	Efflux pump mplx	PP1 counter	EBNA-1 inh	PREPL inhibitor	PP5 inh	ZTA DNA inh
Cc1cccc(NC2=NC(C)(C)N=C(N)N2)c1	0.1	3.0	9.9	-0.1	-1.4	8.3	-2.6	-1.2	-3.0
COc1ccc(Cc2nc(-c3cccs3)no2)cc1	-3.3	-3.0	-0.9	-0.1	-0.1	7.9	7.8	3.8	-9.0
COc1cc(-c2ccc3oc(-c4ccsc4)c(C#CC4(O)CCCCC4)c3c2)cc(OC)c1OC	-2.3	-0.5	-6.8	·	4.1	12.1	13.6	3.8	7.5
COc1cccc(/C=C2/Sc3ccc(C(=O)NCCN4CCCC4)cc3NC2=O)c1	-2.1	1.1	-6.2	0.1	-1.3	2.2	4.0	5.3	-5.7
CN(C)C(=O)N1CCC(C(=O)NCc2ccccc2)CC1	0.8	2.1	-2.7	0.1	-4.3	-4.3	11.8	-0.8	4.1
COc1ccc(-c2csc(N(CCCN(C)C)C(=O)c3ccccc3Cl)n2)cc1	-0.4	7.7	-3.3	-0.1	-2.7	5.5	-45.4	5.4	4.7
COc1cnc(-c2ccccn2)nc1Oc1ccc(Cl)c2ccccc12	-1.7	5.9	2.1	-0.1	50.4*	-0.9	31.4	6.5	-1.4
COc1cc(C(=O)NCCCCc2ccccc2)cc(OC)c1OC	-2.2	2.1	-1.9	0.0	-0.6	13.7	3.1	3.7	5.5
COc1cccc(N2CCN(C(=O)c3ccc4nc(N5CCCCC5)sc4c3)CC2)c1	-3.3	-0.3	-3.3	-0.1	-2.0	4.7	9.5	1.9	6.1
Cc1nnc(C)n1/N=C/c1cc2ccccc2nc1Cl	-1.6	2.0	-5.5	-0.3	-0.1	-2.6	-4.7	-0.4	-19.3
CN(CC(=O)Nc1ccc(F)c(F)c1F)C(=O)CC1OC(=O)c2ccccc21 (centres undefined)	-3.4	4.6	-0.3	0.1	-4.2	-1.4	-95.1	0.0	11.6
COc1ccc(-c2nc(CS(=O)(=O)CC(=O)NCc3cccc(OC)c3OC)c(C)o2)cc1	1.2	-0.8	2.9	-0.2	-6.5	8.9	-4.5	0.7	14.4
COc1ccc(NC(=O)COc2ccc(N(C)S(=O)(=O)c3ccc(Cl)cc3)cc2)cc1OC	-2.7	6.0	4.9	0.3	3.0	-19.1	14.9	4.1	-5.9
O=C(NCc1ccc(F)cc1)c1cc(-c2ccco2)on1	3.8	8.9	2.4	0.0	6.7	-5.8	13.6	-1.7	6.2
COc1ccc(CNC(=O)c2cc(-c3ccncc3)nc3c(C)cc(C)cc23)cc1OC	1.1	-0.6	4.6	-0.2	10.5	4.0	-2.6	2.6	3.8

Ordered by value in HCV core dimer (rising): 3 from the list above
smiles,HCV core dimer
COc1cc(-c2ccc3oc(-c4ccsc4)c(C#CC4(O)CCCCC4)c3c2)cc(OC)c1OC,-6.8
COc1cnc(-c2ccccn2)nc1Oc1ccc(Cl)c2ccccc12,2.1
Cc1cccc(NC2=NC(C)(C)N=C(N)N2)c1,9.9

Looked up by compound from the entries so far, six records:
SMILES	TPT1 inh	CTSL1 counter	HCV core dimer	Efflux pump mplx	PP1 counter	EBNA-1 inh	PREPL inhibitor	PP5 inh	ZTA DNA inh
CCc1cc2c(=O)nc3n(c2s1)Cc1ccccc1/C3=C(/O)c1ccc(F)cc1	3.0	4.6	29.7	0.1	-1.9	-4.5	27.9	1.4	-8.2
COc1cc(C(=O)NCCCCc2ccccc2)cc(OC)c1OC	-2.2	2.1	-1.9	0.0	-0.6	13.7	3.1	3.7	5.5
Cc1ccc(CN(C)C(=O)c2cc(COc3ccc(F)cc3Cl)on2)o1	-3.5	5.8	2.2	0.0	1.4	-8.0	4.2	4.7	-7.1
CN(C)C(=O)N1CCC(C(=O)NCc2ccccc2)CC1	0.8	2.1	-2.7	0.1	-4.3	-4.3	11.8	-0.8	4.1
COc1cccc(/C=C2/Sc3ccc(C(=O)NCCN4CCCC4)cc3NC2=O)c1	-2.1	1.1	-6.2	0.1	-1.3	2.2	4.0	5.3	-5.7
O=C(NNC(=S)NC(=O)c1ccccc1)c1ccc([N+](=O)[O-])cc1	-5.2	1.6	-9.2	-0.1	8.2	13.6	24.7	-0.5	-15.7

New compounds follow
SMILES	TPT1 inh	CTSL1 counter	HCV core dimer	Efflux pump mplx	PP1 counter	EBNA-1 inh	PREPL inhibitor	PP5 inh	ZTA DNA inh
Nc1ncc(-n2cncn2)c(-c2ccccc2)n1	-2.9	-1.8	0.9	0.1	-1.0	-2.9	6.8	2.0	2.4
COc1ccc(C2(c3ccc(OC)cc3)NC(=O)N(CC(=O)NCC(F)(F)F)C2=O)cc1	1.8	-5.9	-0.4	0.0	3.3	-6.9	9.7	3.5	-0.5
COc1ccc(-c2csc(NC(=S)NC(=O)/C=C/c3ccc(C(C)C)cc3)n2)cc1OC	1.2	0.0	19.2	-0.2	-0.8	7.3	16.8	2.1	-0.8
COc1ccc(N(C(C)C(=O)Nc2cccnc2)S(C)(=O)=O)cc1 (centres undefined)	1.1	-2.5	-2.2	0.0	-0.6	0.0	-2.3	-0.8	5.0
Cc1cc(C(F)(F)F)nn1CC(=O)NNC(=S)NCC(C)C	3.8	-0.2	0.0	-0.1	-1.1	5.4	-4.9	-1.0	9.1
COc1ccc(/C=N/NC(=O)CC(=O)NCCc2ccccc2)cc1OC	-5.0	0.0	-0.6	0.0	0.1	9.6	-4.8	-1.4	10.3
O=C(CC12CC3CC(CC(C3)C1)C2)NC(=S)NCc1ccco1	-0.7	-3.3	4.5	0.0	5.7	-4.1	0.0	-1.8	-4.3
O=C(NC1CC1)C1CC(=O)N(c2cccc(Cl)c2)C1 (centres undefined)	-2.8	1.2	-1.4	0.1	-5.3	-3.2	21.2	1.7	-17.8
S=c1[nH]nc(-c2ccc(Cl)cc2Cl)n1-c1ccc2c(c1)OCCO2	2.5	1.7	-3.8	-0.1	-3.6	-8.9	-1.1	-1.4	14.1
COc1ccc2c(=O)c(Oc3ccc(C(=O)O)cc3)c(C(F)(F)F)oc2c1	-2.0	9.9	2.4	0.0	4.0	-6.4	7.1	-0.9	-32.0
CCOC(=O)Cc1csc(NC(=O)c2ccc(N3CCOCC3)cc2[N+](=O)[O-])n1	·	·	·	0.3	-4.1	·	-1.6	1.3	-14.8
Cc1ccc(NC(=O)c2cc(=O)c3ccccc3o2)cc1S(=O)(=O)N1CCCCC1	-1.6	-5.3	2.5	0.1	2.2	-5.2	8.2	1.5	-16.7
CC(C)(C)OC(=O)NNC(=O)c1cccs1	-4.7	-0.1	0.3	0.3	-4.9	-14.8	10.1	1.0	2.4
N=C(N)c1ccc(Cl)cc1	-1.7	0.7	1.1	0.0	0.0	-11.5	0.3	3.2	-14.7
COc1ccc(NC(=O)c2ccc(N3C(=O)C4CC=C(Cl)CC4C3=O)cc2)cc1 (centres undefined)	3.1	0.3	44.0	0.2	10.3	1.2	-7.5	-1.0	-1.1
O=C(CCS(=O)(=O)c1ccccc1Cl)NCc1ccc(F)cc1	1.0	1.3	-1.5	0.3	6.9	-2.6	-9.5	-2.1	11.2
Cc1cccc(-n2nnc(C(=O)Nc3ccc(F)cc3)c2N)c1	-0.1	-1.1	6.1	0.0	2.6	10.1	1.0	-0.3	10.3
NC(=O)c1ccc(Nc2ccc3c(c2)CCC3)c([N+](=O)[O-])c1	5.0	-4.7	-5.9	0.1	2.0	-17.4	2.8	1.0	-8.5
COC(=O)c1ccc(OC)cc1OCC(=O)N1CCN(c2ccc(F)cc2)CC1	1.2	2.9	11.1	-0.1	1.0	26.5	26.9	-1.0	21.7
